Assay outcomes deposited in PubChem by National Center for Advancing Translational Sciences (NCATS).
D3 ag – agonists of human D3 dopamine receptor; P35462; D3R DiscoveRx beta-arrestin cells, luminescence, 90 min; max activation, %; hit rate 0.58% among 410,000; in the data active = max activation above about 30%; note: 0% is about no effect; mostly tested at two doses, the higher about 12 µM
Target sequence (P35462 whole entry, looked up): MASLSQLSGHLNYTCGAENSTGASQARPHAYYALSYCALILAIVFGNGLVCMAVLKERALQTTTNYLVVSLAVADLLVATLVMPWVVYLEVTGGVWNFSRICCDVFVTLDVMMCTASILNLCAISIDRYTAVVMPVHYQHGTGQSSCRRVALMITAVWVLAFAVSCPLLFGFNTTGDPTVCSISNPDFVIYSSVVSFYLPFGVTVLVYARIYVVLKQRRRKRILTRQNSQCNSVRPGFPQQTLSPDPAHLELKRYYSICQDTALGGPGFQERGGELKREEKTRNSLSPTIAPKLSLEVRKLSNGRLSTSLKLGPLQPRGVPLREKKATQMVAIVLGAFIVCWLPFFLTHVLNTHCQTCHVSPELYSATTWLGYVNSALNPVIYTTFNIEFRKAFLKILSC
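Agonist mode: compounds and dopamine controls were applied to plated cells for 90 min at 37 degrees C after an overnight attachment at 1500 cells/well. Luminescent read-out followed 30 - 60 minutes at room temperature with DiscoveRx detection reagent.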
KB-V1 MDR tox – KB-V1 MDR subline cytotoxicity; hit rate 3.4% among 400,000; KB-V1 MDR cells viability, CellTiter-Glo, 72 h; Potency, µM (top dose mostly 46.1 µM), for inactives: at the highest dose activity change, negative = cytotoxicity, most hits filed as cytotoxic; note: potency is the fitted concentration of half-maximal effect; % is set by controls: 0 for no effect and ±100 for the full control effect; nearly all actives have a fitted effect of over 60% in size
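KB-V1, DMEM (no phenol red) + 10% FBS; cpd pin-transferred, titration series; 72 h, 37 degrees C; CellTiter-Glo, luminescence. Data normalized, curve-fit.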
KB-3-1 tox – KB-3-1 parental cell cytotoxicity | hit rate 1.4% among 400,000 | KB-3-1 viability, CellTiter-Glo ATP luminescence, 72 h | AID 1347075 | Potency, µM (series often up to 46.1 µM), for the others: at the top dose activity change, negative = cytotoxic, most hits filed as cytotoxic; note: potency is the fitted concentration of half-maximal effect; % is set by controls: 0 for no effect and ±100 for the full control effect; nearly all actives have a fitted effect of over 60% in size
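Parental KB-3-1 viability, qHTS format: 72 h compound exposure, 37 °C; CellTiter-Glo; media-only wells and DMSO plates as controls; concentration-effect fits on corrected data.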
Starred values were filed as active, the others as inactive; u = inconclusive. Unless noted, calls come from the whole dose curve; as a rule, active = well fitted cell-killing curve with a large enough effect; inconclusive = small, poorly fitted or top-dose-only effect, or effect the other way; inactive = flat fitted curve, though single readings scatter. The list is partial (hit frequency here may not be typical).

SMILES	D3 ag	KB-V1 MDR tox	KB-3-1 tox
CCn1c2c(c(=O)n3ncc(C(=O)Nc4ccc(C(=O)OC)cc4)c13)CN(Cc1ccc(OC)cc1)CC2	9	-6%	15%
CCN(CC)S(=O)(=O)c1ccc2c(c1)N(CC(=O)N1CCN(c3cccc(C)c3)C(C)C1)C(=O)CO2 (stereo not given)	5	4%	8%
Cc1ccc(C(=O)c2cn(CC(=O)Nc3ccc(C)cc3Cl)c3nc(C)ccc3c2=O)cc1	1	4%	0%
CCCCOC(=O)c1c(C)oc2c1cc(NS(=O)(=O)c1cc(OC)ccc1OC)c1ccccc12	4	0%	-14%
CCCCN1CC(c2nc3ccccc3n2CCCCOc2ccc(C)cc2C)CC1=O (stereo not given)	4	u	u
O=C(c1ccc(F)cc1)N1c2ncnn2C2(CCCCC2)[C@@H]2CCCC[C@@H]21	9	10%	-1%
O=C(CCC1N=C2c3ccccc3N=C(SCc3cccc(F)c3)N2C1=O)NCc1cccs1 (stereo not given)	3	u	9%
CCOc1ccccc1C(=O)NCC(c1ccc(N(C)C)cc1)N1CCc2ccccc21 (stereo not given)	6	-3%	21%
O=c1c2c3c(sc2n(Cc2cc(=O)n4ccccc4n2)c(=O)n1-c1ccccc1)CCC3	0	15%	6%
COc1cc(Cl)c(C)cc1NC(=O)c1sc2nc(C)cc(C)c2c1N	3	28%	3%
CCOC(=O)c1c(C)[nH]c(C)c1S(=O)(=O)N1CCC(C(=O)Nc2cc(Cl)ccc2OC)CC1	3	0%	4%
Cc1ccn2c(=O)cc(COc3cccc(NC(=O)Nc4cccc(Cl)c4C)c3)nc2c1	3	4%	-5%
CCC(C)(C)C1CCc2c(sc(NC(=O)C3c4ccccc4Oc4ccccc43)c2C(N)=O)C1 (stereo not given)	0	2%	1%
COC(=O)c1ccccc1NC(=O)c1cc(=O)c2ccc(C)c(C)c2o1	4	16%	u
COc1cc(C)ccc1OCCCn1c(-c2ccc(Cl)cc2)nc2ccccc2c1=O	-19	u	10%
Cc1ccc(CNC(=O)c2c(-c3cccc(Br)c3)noc2C)o1	-8	-6%	11%
CCCCOc1ccc(CNC(=O)c2ccc(NC(=O)N3CCSc4ncccc43)cc2)cc1	6	-23%	-5%
COc1cccc(-c2nc(SCc3cc(=O)c4cc(Cl)ccc4[nH]3)n[nH]2)c1	1	19%	-4%
COc1ccc(OCc2ccc(-c3nc(C#N)c(NCc4ccc(F)cc4)o3)o2)cc1	5	-7%	-3%
Cc1ccc(Cn2c(=O)c3ccccc3n3c(-c4cccc(O)c4)nnc23)cc1	0	-15%	-17%
COc1ccc2c(c1)CCc1sc(NC(=O)c3cccc(Br)c3)nc1-2	-16	-11%	-2%
CCOc1ccccc1NC(=O)N(C)CCc1c(C)nn(CC)c1C	-1	-3%	0%
COc1ccccc1C(=O)Nc1ccc(OCc2cc(=O)n3ccc(C)cc3n2)cc1	7	11%	5%
COc1ccc(NS(=O)(=O)c2cc(Br)cc3c2N(C(=O)C2CC2)CC3)cc1OC	5	u	u
COc1ccc(NC(=O)CSc2nc3ccccc3n2CC(=O)N(C)c2ccc(F)cc2)cc1	7	-5%	-3%
O=C(Nc1ccc(F)cc1)C1CCN(c2nc3ccccc3nc2C(F)(F)F)CC1	5	-26%	-1%
CCc1nc(-c2cc(S(=O)(=O)N3CCN(c4ccccc4OC)CC3)ccc2OC)no1	7	-7%	-1%
Clc1ccc(CSc2nncn3c2cc2occc23)cc1	-1	u	1%
CCCCc1ccc(NC(=O)Cn2cnc3c(oc4ccccc43)c2=O)cc1	5	11%	7%
CCOc1ccccc1N(C)C(=O)c1nn(-c2ccc(C)cc2)c(=O)c2c1c1ccccc1n2C	-23	-7%	1%
CCc1cccc(NC(=O)CCS(=O)(=O)c2cc3c4c(c2)CCN4C(=O)CC3)c1	1	0%	5%
CC(=O)c1cc(-c2ccc(F)cc2)n(CCC(=O)Nc2nc3ccc(C)cc3s2)c1C	4	-12%	-10%
O=C(NCCc1ccccc1Cl)c1ccc2c(c1)nc1n2CCCCC1	2	u	-5%
Cc1ccc(-c2ccc(=O)n(C(C)C(=O)Nc3ccccc3Cl)n2)cc1C (stereo not given)	4	0%	-9%
COC(=O)c1ccc2c(=O)n(CCCCCC(=O)NCCc3ccc(Cl)cc3)c(=O)[nH]c2c1	-9	7%	4%
Cc1cc(N2CCN(C)CC2)nc2ccc(NC(=O)Nc3ccc(Cl)cc3)cc12	-5	12%	-22%
COc1ccc(-n2nnc(-c3nsc(NC(=O)c4cccs4)n3)c2C)cc1OC	-4	-3%	-4%
COCCNC(=O)c1ccccc1NC(=O)c1nsc2ccccc12	-8	-17%	-5%
Cc1cccn2c(=O)cc(COc3cccc(NC(=O)Nc4cccc(Cl)c4)c3)nc12	-9	-23%	-8%
CCc1ccccc1S(=O)(=O)Cc1ccc(C(=O)NCCc2ccc(Cl)cc2)o1	3	u	-24%
O=C(Nc1ccc(F)cc1F)c1cc(-c2ccccc2O)no1	-11	u	-3%
C=Cc1ccc(Cn2c(C(=O)O)c(CNC3CCCC3)c3ccc(C)cc32)cc1	-7	0%	u
O=C(Nc1ccc(NC(=O)c2cccs2)cc1)c1ccc(Br)cc1	7	14%	0%
CSc1ccc(CCNC(=O)c2ccc3c(c2)nc2n3CCOC2)cc1	5	0%	-8%
CCOC(=O)c1c(C)oc2nc(C)nc(N3CCN(c4cc(Cl)ccc4C)CC3)c12	4	u	1%
Cc1ccc(-n2ncc3c(NCCCc4ccccc4)ncnc32)cc1C	12	0%	9%
Cc1nn(CC(=O)NC2CCCCC2)c(=O)c2cc3cc(F)ccc3n12	2	u	25%
CC(=O)n1nc(-c2cccnc2)nc1NCc1ccc(F)cc1	-2	27%	20%
CCCC(=O)Nc1ccc2nc(SCCOc3ccccc3)sc2c1	2	5%	-2%
COc1ccccc1N1CCN(C(=O)c2cnn(-c3ccc(C)c(C)c3)c2C2CCN(C(=O)OC(C)(C)C)CC2)CC1	-7	-16%	21µM*

Arranged by SMILES length (descending): part of the list above.
SMILES	D3 ag	KB-V1 MDR tox	KB-3-1 tox
CCC(C)(C)C1CCc2c(sc(NC(=O)C3c4ccccc4Oc4ccccc43)c2C(N)=O)C1 (stereo not given)	0	2%	1%
CC(=O)c1cc(-c2ccc(F)cc2)n(CCC(=O)Nc2nc3ccc(C)cc3s2)c1C	4	-12%	-10%
COc1ccc(NS(=O)(=O)c2cc(Br)cc3c2N(C(=O)C2CC2)CC3)cc1OC	5	u	u
COc1cccc(-c2nc(SCc3cc(=O)c4cc(Cl)ccc4[nH]3)n[nH]2)c1	1	19%	-4%
CCOc1ccccc1C(=O)NCC(c1ccc(N(C)C)cc1)N1CCc2ccccc21 (stereo not given)	6	-3%	21%
COc1cc(C)ccc1OCCCn1c(-c2ccc(Cl)cc2)nc2ccccc2c1=O	-19	u	10%
COC(=O)c1ccccc1NC(=O)c1cc(=O)c2ccc(C)c(C)c2o1	4	16%	u
CCCCc1ccc(NC(=O)Cn2cnc3c(oc4ccccc43)c2=O)cc1	5	11%	7%
Cc1ccc(CNC(=O)c2c(-c3cccc(Br)c3)noc2C)o1	-8	-6%	11%
O=C(Nc1ccc(F)cc1F)c1cc(-c2ccccc2O)no1	-11	u	-3%
CCCC(=O)Nc1ccc2nc(SCCOc3ccccc3)sc2c1	2	5%	-2%
Clc1ccc(CSc2nncn3c2cc2occc23)cc1	-1	u	1%

Going on with the list.
SMILES	D3 ag	KB-V1 MDR tox	KB-3-1 tox
CC(C)COc1ccccc1C1CC(=O)Nc2cc3c(cc21)OCO3 (stereo not given)	-2	u	6.5µM*
Cc1ccc(CNC(=O)C2CCC(CNS(=O)(=O)c3ccc(C)cc3)CC2)cc1 (stereo not given)	-2	u	6%
COc1ccccc1NC(=O)CCS(=O)(=O)c1ccc2nc(C)sc2c1	-10	-24%	0%
Cc1[nH]c(=O)[nH]c(=O)c1S(=O)(=O)N1CCN(c2ccccc2Cl)CC1	-7	u	9%
O=C1CN(C(=O)Nc2ccccc2C(F)(F)F)C(c2ccccc2)c2c(sc3c2CCCC3)N1 (stereo not given)	6	-8%	1%
Cc1cnc2c(c1SCC(=O)N(C)c1ccccc1)c(=O)n(C)c(=O)n2C	2	-4%	-1%
Cc1ccc2c(c1)N(C(=O)Nc1cccc3c1CCCC3)CCO2	-14	13%	1%
CCOc1ccc(-c2c(C)nn3c(C)c(C(=O)NCCN(C)C)cnc23)cc1OCC	-11	-3%	-1%
CCN1CCN(c2csc3ccc(Br)cc3c2=O)CC1	7	u	3%
COc1cccc(C(=O)NCCc2csc(-c3ccc(Cl)cc3)n2)c1	15	-9%	-15%
Cc1cccc(OCC(=O)Nc2cc(-c3ccccc3F)nn2-c2ccccc2)c1	-5	12%	-2%
CCn1c(=O)n(CC)c2cc(N3CCCCC3)c(NC(=O)Nc3cc(C)cc(C)c3)cc21	7	u	-2%
COc1ccc(-c2cc(C)no2)cc1S(=O)(=O)N1CCN(c2ccc(C(C)=O)cc2)CC1	-8	3%	-10%
O=S(=O)(c1ccc(Br)cc1)c1nnn2c1nc(NCc1cccs1)c1sccc12	7	-2%	-16%
CCOc1cccc(C(=O)Nc2ccc3oc(-c4ccncc4)nc3c2)c1	11	-2%	-8%
CC(C)Oc1ccc(CNC(=O)C2CCN(C(=O)N3CC(C)Oc4ccccc43)CC2)cc1 (stereo not given)	3	0%	-15%
O=C(NCc1ccco1)c1c[nH]c2ccc(S(=O)(=O)Nc3ccc(F)cc3F)cc2c1=O	-12	0%	0%
COc1cccc(-c2ccc3c(N)c(C(=O)c4ccc(Br)cc4)sc3n2)c1	4	0%	u
Cc1ccc(-n2ncc3c(NC4CCCCCC4)ncnc32)cc1	6	13%	-11%
Cc1cccc(NC(=O)CSc2nc3ccc(NC(=O)c4cccs4)cc3s2)c1	5	u	12%
COCCn1c(C)cc(O)c(C(c2ccc(C)cc2)N2CCCCC2)c1=O (stereo not given)	3	4%	0%
O=C(CSc1nc(-c2ccc(F)cc2)[nH]c1-c1ccc(F)cc1)Nc1ccc2c(c1)OCO2	-3	-10%	u
COc1cccc(Oc2nc(C)nc3c2oc2ccccc23)c1	12	-20%	-5%
CCOC(=O)c1cc(-c2ccc(OC)c(S(=O)(=O)NC3CCCCC3)c2)on1	-9	28%	7%
CCN(CC)S(=O)(=O)c1ccc2oc(C(=O)N(C)Cc3ccccc3)c(C)c2c1	2	u	-6%
Cc1ccc(N2CC(c3nnc(Cc4ccc(F)cc4Cl)o3)CC2=O)cc1 (stereo not given)	10	5%	4%
CCOC(=O)c1c(NC(=O)c2cc3ccccc3c(=O)o2)sc2c1CCCC2	0	27%	4%
CCOc1ccc(C(=O)NCC(c2ccco2)S(=O)(=O)c2cccs2)cc1 (stereo not given)	7	3%	-8%
CCC(CC)C(=O)OCc1cc(=O)n2nc(C3CCCCC3)sc2n1	5	17%	9%
COc1ccc(CN2CCc3nc(Nc4ccccc4)ncc3C2)c(OC)c1OC	-8	-24%	-2%
CCCCc1nn2c(=O)cc(COC(=O)c3ccc4c(c3)OCO4)nc2s1	-9	15%	10%
CC(=O)c1ccc(Oc2ncnc3c2oc2ccccc23)cc1	-8	-9%	-5%
CC(=O)Nc1ccc(NC(=O)c2cc3c(=O)n(Cc4cccnc4)ccc3nc2C)cc1	-3	12%	8%
CCOCCCN(Cc1ccco1)S(=O)(=O)c1cc2c(cc1Cl)NC(=O)CO2	-10	-5%	-5%
CCOC(=O)c1c(S(=O)(=O)N2CCC(C(=O)Nc3cccc(C#N)c3)CC2)c(C)n(C)c1C	6	49%	-4%
CCc1ccc(-n2nc(C)c3c(C)cc(=O)n(Cc4nc(-c5ccccc5)oc4C)c32)cc1	2	6%	0%
COc1ccccc1CNC(=O)c1ccc(NC(=O)N2CC(C)Sc3ccccc32)cc1 (stereo not given)	-6	-1%	2%
O=C(NCc1ccccc1)c1ccc(NC(=O)c2nsc3ccccc23)cc1	4	1%	2%
CC(=O)Nc1nonc1-c1nnc(SCC(=O)Nc2ccc(C)c(Cl)c2)n1-c1ccccc1	2	-5%	9%
CCOc1ccc2nc(NC(=O)c3ccccc3)sc2c1	4	u	u
CCOc1ccc(NC(=O)N2CC3CCCN3c3ccccc32)cc1 (stereo not given)	-9	-4%	-3%
Cc1cccc(NC(=O)CN2C(=O)CCn3nc(-c4cccn4C)cc32)c1C	-1	19%	-3%
CC(=O)Nc1ccc(NC(=O)c2cc(CN3CCCC3)on2)cc1	0	-6%	13%
Cc1nn(C)c2c1c(C(F)(F)F)cc(=O)n2C(C)C(=O)NCc1ccccc1 (stereo not given)	2	-9%	-7%
CN(C)CCNC(=O)CN1C(=O)CCn2nc(-c3cn(C)c4ccccc34)cc21	-9	30%	13%
C#CC(C)(CC)NC(=O)c1cnn2c(C(F)F)cc(-c3ccccc3OC)nc12 (stereo not given)	64*	-3%	-13%
